# VHR inh abs: blocks human VHR1 dual specificity phosphatase. P51452. recombinant VHR phosphatase, pNPP absorbance. inhibition, % at 13.3 µM. 290,000 tested, 0.52% active; in the data active = inhibition above about 50%; note: some compounds called inactive have numbers as strong as hits
# Anthrax LF prot: blocks Bacillus anthracis lethal factor protease | inhibition, % at 10 µM | multiplex microsphere protease cleavage assay, LF | 360,000 tested, 0.12% active | AID 588501; in the data active = inhibition above about 30%; inconclusive = no clear call, values can overlap the other calls; note: plate controls were buffer without enzyme for full effect and enzyme alone for no effect
# Target sequence (P15917 whole entry, looked up): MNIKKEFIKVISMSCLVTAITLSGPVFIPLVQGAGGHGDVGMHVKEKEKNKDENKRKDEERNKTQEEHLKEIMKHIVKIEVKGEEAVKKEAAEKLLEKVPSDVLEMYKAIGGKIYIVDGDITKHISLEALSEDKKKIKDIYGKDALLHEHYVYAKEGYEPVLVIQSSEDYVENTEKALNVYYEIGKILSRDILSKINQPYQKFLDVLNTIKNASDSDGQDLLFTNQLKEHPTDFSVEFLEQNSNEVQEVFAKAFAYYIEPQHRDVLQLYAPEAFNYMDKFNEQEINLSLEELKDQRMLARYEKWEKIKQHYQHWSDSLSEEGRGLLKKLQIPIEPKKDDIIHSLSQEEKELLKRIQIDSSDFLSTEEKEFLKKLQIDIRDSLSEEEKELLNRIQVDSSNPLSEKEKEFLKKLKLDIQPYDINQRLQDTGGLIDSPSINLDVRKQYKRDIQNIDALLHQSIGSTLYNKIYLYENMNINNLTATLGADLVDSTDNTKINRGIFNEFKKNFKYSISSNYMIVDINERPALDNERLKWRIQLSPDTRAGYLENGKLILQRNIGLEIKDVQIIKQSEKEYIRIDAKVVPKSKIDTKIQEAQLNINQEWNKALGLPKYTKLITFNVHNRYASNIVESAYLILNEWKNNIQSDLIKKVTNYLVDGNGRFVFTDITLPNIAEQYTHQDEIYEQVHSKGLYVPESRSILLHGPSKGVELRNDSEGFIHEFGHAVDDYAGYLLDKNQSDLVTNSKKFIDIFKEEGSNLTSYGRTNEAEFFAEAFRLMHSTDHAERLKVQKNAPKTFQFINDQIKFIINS
# Yp Topo-I inh: inhibitors of Yersinia pestis topoisomerase I; 360,000 tested, 0.064% active; activity, % at 10 µM; Y. pestis Topo-I cleavage product accumulation, plate reader; in the data active = activity above about 50%, passing the limit was not always enough; inconclusive = no clear call, values can overlap the other calls; note: inactives centre near 2
# PriA SSB inh: inhibitors of Klebsiella pneumoniae PriA binding to SSB C-terminal tail. AID 1272365. 430,000 tested, 0.6% active. AlphaScreen SSBct-PriA binding, biotinylated peptide. inhibition, % at 33 µM; in the data active = inhibition mostly above about 37%, no sharp cut-off; inactive = mostly below about 20%;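 note: plate controls were negative control peptide for no effect and reference peptide for full effect; strong numbers were not always called active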
# MazF activator: increases E. coli MazEF RNase cleavage of RNA | P0AE70 | FAM/BHQ RNA-DNA oligo cleavage fluorescence, 5 h | activation, % at 20 µM | 350,000 tested, 0.32% active | AID 504720; in the data active = activation above about 50%
# Target sequence (P0AE70 whole entry, looked up): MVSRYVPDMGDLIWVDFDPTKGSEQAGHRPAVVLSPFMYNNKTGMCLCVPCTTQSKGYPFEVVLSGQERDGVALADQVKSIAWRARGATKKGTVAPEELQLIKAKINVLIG
# Rv3671c protease: Rv3671c (M. tuberculosis) protease inhibition; inhibition, % at 5.96 µM; AID 2606; 320,000 tested, 0.048% active; P9WHR9; in the data active = inhibition above about 38%;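 note: extracellular domain of Rv3671c used as enzyme; 0% = enzyme with DMSO and 100% = no enzyme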
# 3CLpro inhibitor: SARS-CoV 3CLpro protease inhibition. P0C6X7. recombinant SARS-CoV 3CLpro, quenched FRET peptide cleavage. 290,000 tested, 0.14% active. inhibition, % at 6 µM; in the data active = inhibition above about 12%
# BH1578 lux ind: induces V. cholerae light production without autoinducers; V. cholerae BH1578 lux reporter, luminescence, 6 h; activation, % at 18.7 µM; 350,000 tested, 0.16% active; in the data active = activation mostly above about 9.7%, no sharp cut-off; inconclusive = no clear call, values can overlap the other calls; inactive = mostly below about 3.7%; note: not every result past the cut was called active; inactives centre near 0; reference of the scale not given here
# TcdB GH inh: inhibitors of Clostridioides difficile toxin B glycohydrolase. inhibition, % at 9.99 µM. 350,000 tested, 0.24% active. TcdB glycohydrolase enzymatic assay, plate reader; in the data active = inhibition above about 10%
# PfHsp40 yeast: restores yeast growth despite PfHsp40 toxicity; S. cerevisiae expressing PfHsp40, growth rescue, ATP luminescence; growth rescue, % at 12.5 µM; 340,000 tested, 0.68% active; AID 504582; in the data active = growth rescue above about 28%, passing the limit was not always enough; inconclusive = no clear call, values can overlap the other calls;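 note: yeast W303a lacking pdr1 and pdr3 grown in galactose medium; growth measured after three days at 30 °C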
# Starred values were filed as active, the others as inactive; i = inactive; ? = inconclusive; nt = not tested or not shown.
SMILES	MazF activator	Rv3671c protease	3CLpro inhibitor	TcdB GH inh	Anthrax LF prot	VHR inh abs	PriA SSB inh	Yp Topo-I inh	PfHsp40 yeast	BH1578 lux ind
CC(C)CC1C(=O)N(Cc2cn(CCC3OCCO3)nn2)CCS(=O)(=O)N1Cc1ccc(-c2cccc(N(C)C)c2)cc1 (stereo unspecified)	22	nt	nt	2.2	-3	nt	nt	29	nt	-0.2
CN1CCN(Cc2ccc(OCc3ccccc3)cc2)CC1	-4	-3	0	nt	-5	6	-3	2	-0.9	-1.0
CC1CC(C)(C)NC(=S)N1CC(=O)NCc1ccc(F)cc1 (stereo unspecified)	-1	4	6	-0.1	2	19	-11	4	-0.9	-5.9
CCN(CC)CCCn1c2c(c(SCC(=O)Nc3ccc(F)c(F)c3)nc1=O)CCC2	6	1	nt	1.4	-1	nt	3	-8	-0.6	-1.2
CC(=O)Nc1ccc(N(C)C)cc1[N+](=O)[O-]	7	-6	1	nt	-1	-1	1	-1	3.0	-0.3
COC(=O)CNC(=O)CSc1nnc2cc(C)c3ccccc3n12	12	0	2	0.4	-2	9	-1	0	0.3	i
COc1cccc(OCC(=O)Nc2ccccc2-c2ccccc2)c1	-25	-10	7	4.1	0	-18	-69	45	4.3	-0.3
COc1cc2[nH]c(=S)n(CCCN3CCOCC3)c(=O)c2cc1OC	0	-4	-4	nt	2	29	2	1	-1.8	i
Cc1ccc(CCCOC(=O)C[N+]2(C)CCCCC2)cc1	0	1	-1	0.1	-3	0	-6	3	0.2	4.9
COc1ccccc1N1CCN(Cc2cccc(OC)c2OC)CC1	-1	-6	-7	nt	5	20	-13	2	0.2	-0.7
O=c1sc(Nc2ccccc2)nc2ccccc12	12	4	3	-1.9	-3	22	-1	6	-1.2	i
Cc1ccc(N2NC(=O)/C(=C/C=C/c3ccco3)C2=O)cc1C	-28	2	2	-0.5	-3	18	2	1	-0.6	-0.4
O=C(O)c1ccc(NC(=O)C2C3CCC(C3)C2C(=O)O)cc1 (stereo unspecified)	9	-4	5	nt	2	12	-1	-7	-0.2	0.0
OCCN1CCN(c2cc(-c3ccc(CO)cc3)nc3ccnn23)CC1	nt	nt	nt	0.1	4	nt	nt	-3	nt	-0.6
C[C@]1(C(=O)NCCN2CCOCC2)C=C[C@@H](Cc2ccccc2)N1C(=O)c1ccccc1	4	-1	3	-0.2	-3	1	4	9	4.6	1.5
COc1cc2c(cc1OC)C1C/C(=N\O)C(CC(C)C)CN1CC2 (stereo unspecified)	1	1	0	0.7	-9	30	nt	0	-0.6	nt
CCOc1ccccc1Oc1nc(-c2ccccc2O)nc2ccccc12	-11	-19	2	2.5	-12	23	-6	5	-0.4	-0.3
COc1ccc(OCC(O)CNC(=O)c2ccc(C)cc2)cc1 (stereo unspecified)	10	2	0	0.8	-8	13	3	-5	-0.9	i
COC(=O)c1cc(C(=O)Nc2nnc(CC(C)C)s2)cc([N+](=O)[O-])c1	4	8	5	nt	-1	-7	-1	2	-1.4	-0.3
COc1cccc(NCc2cc(=O)oc3cc(C)c(C(C)C)cc23)c1	3	-5	-2	5.2	-4	nt	-1	6	-1.5	-0.3
COc1ccc(C(=O)NC(NC(=O)c2ccc(OC)c(OC)c2)c2ccccc2F)cc1OC	8	-10	-5	nt	0	-11	-9	30	1.0	i
O=C(Nc1cccc(C(F)(F)F)c1)C(SCCO)c1ccccc1 (stereo unspecified)	0	-9	5	nt	-4	-3	-4	-2	0.2	-0.7
Cc1ccc(S(=O)(=O)Nc2ccc(Nc3nccn4c(-c5ccc6ccccc6c5)cnc34)cc2)cc1	nt	nt	nt	7.0	-5	nt	nt	14	nt	i
CN(CC(=O)Nc1ccc(Cl)cc1)C(=O)c1ccc(-n2cncn2)c([N+](=O)[O-])c1	0	3	nt	1.6	-2	nt	-11	-4	nt	0.7
COc1cc(C(=O)N2CCN(C(=O)COc3ccc4ccccc4c3)CC2)cc(OC)c1OC	-4	0	0	nt	-2	-12	-8	13	-0.5	i
CCCC(NS(=O)(=O)c1ccc(C)cc1)C(=O)O (stereo unspecified)	2	5	-8	nt	-1	26	-4	8	2.8	3.2
O=C(O)c1ccc(OCc2cn3ccccc3n2)cc1	-1	4	2	1.7	-2	-4	3	1	-0.6	i
COc1ccc(-c2cc(NC(C)=O)c3ncc(-c4cccc(C(F)(F)F)c4)n3c2)c(OC)c1	nt	nt	nt	0.8	-1	nt	nt	1	nt	i
COc1cc(/C=C/C(=O)O)cc(S(=O)(=O)Nc2cccc(SC)c2)c1OC	8	-5	-3	8.3	-2	-7	7	-4	1.0	-0.4
c1ccc(Cc2nc(-c3ccccn3)no2)cc1	-5	2	-2	nt	-2	-8	-8	0	-0.6	i
Cc1cc(S(=O)(=O)NCC(C)C)ccc1OCC(=O)NCc1ccco1	-13	-2	6	0.8	7	-6	-6	8	0.0	i
CCC1SC2=NCCN2C1(O)c1ccc(Cl)cc1 (stereo unspecified)	-1	0	0	nt	-2	-4	-5	9	-0.4	-0.2
CNc1nc(OCC#N)nc(N2CCCCC2)n1	2	2	1	-0.6	-1	-4	1	3	0.1	-0.2
Cc1cc(C)n(Cc2ccc(C(=O)NN)o2)n1	4	4	3	-4.8	1	6	-10	-2	0.6	-0.3
COC(=O)CN1C(=O)C(O)(CC(=O)c2ccc(Cl)cc2)c2ccccc21 (stereo unspecified)	11	1	4	-0.6	-1	-2	-2	2	-0.5	-0.1
Cc1cccc(CC(=O)NCCS(=O)(=O)N2CCN(c3ccccc3)CC2)c1	-1	nt	nt	-0.9	1	nt	-6	-3	nt	-0.3
COc1ccc(NC(=O)C2(C)Cc3c(-c4ccc(NC(C)=O)cc4)ccnc3O2)cc1 (stereo unspecified)	nt	nt	nt	0.4	-2	nt	nt	-2	nt	-0.8
CCOc1ccc(-c2nnn(CC(=O)NCc3ccc4c(c3)OCO4)n2)cc1	-21	-38	0	nt	2	40	-20	-5	-1.3	i
CCCN1Cc2cccc(C(=O)NCCc3cccc(C)c3)c2C1=O	-5	-9	0	1.3	-2	7	-16	18	0.9	i
CCOC(=O)c1cccc(NC(=O)CNC(=O)C2CCCCC2)c1	5	0	-7	1.3	-3	7	-9	4	0.7	-0.4
COC(=O)CNc1nc(Cl)nc(NC2CCCCC2)n1	-19	nt	1	-0.1	-8	9	-12	-4	-1.6	-0.8
NNC(=O)c1nnsc1-c1csnn1	3	nt	nt	-0.4	0	nt	-2	4	13	i
CC1(C)CC(=O)C(C=NCc2ccccn2)=C(O)C1	5	-11	-1	-0.2	-3	26	7	0	0.1	i
COc1ccccc1NC(=O)C1CCCN(C(=O)NCc2ccccc2)C1 (stereo unspecified)	5	-1	5	1.2	-1	30	15	7	0.6	-0.4
CCC1C(=O)Nc2ccccc2N1C(=O)c1ccc(Cl)nc1 (stereo unspecified)	9	11	5	-0.8	-2	11	9	4	0.6	i
Fc1ccc(NC(=S)Nc2nccs2)cc1	5	-4	0	0.5	0	12	13	4	-0.2	i
O=C(O)CCc1nc2cc(Cl)ccc2n(Cc2ccccc2)c1=O	-1	-2	3	0.9	0	14	-12	5	-0.1	-0.4
CN(CC(=O)Nc1ccc(Cl)cc1)C(=O)CCC1CCCC1	5	3	2	1.2	-2	10	2	5	-1.0	-0.6
CCOc1ccccc1N(C(=O)c1snc(C(N)=O)c1N)C(C(=O)NCC1CCCO1)c1ccc2ncccc2c1 (stereo unspecified)	4	1	0	-0.6	0	34	-12	7	0.8	i
O=[N+]([O-])c1ccc(O)c(CSc2nnnn2-c2ccccc2)c1	-25	-2	3	-3.8	-13	-4	99*	-4	-3.0	i

# Four compounds from above, showing only VHR inh abs and Anthrax LF prot.
molecule | VHR inh abs | Anthrax LF prot
COc1ccccc1NC(=O)C1CCCN(C(=O)NCc2ccccc2)C1 (stereo unspecified) | 30 | -1
CCC1C(=O)Nc2ccccc2N1C(=O)c1ccc(Cl)nc1 (stereo unspecified) | 11 | -2
Fc1ccc(NC(=S)Nc2nccs2)cc1 | 12 | 0
O=C(O)CCc1nc2cc(Cl)ccc2n(Cc2ccccc2)c1=O | 14 | 0

# (more compounds)
SMILES	MazF activator	Rv3671c protease	3CLpro inhibitor	TcdB GH inh	Anthrax LF prot	VHR inh abs	PriA SSB inh	Yp Topo-I inh	PfHsp40 yeast	BH1578 lux ind
CC1CC(=O)N(CC(=O)Nc2ccc3c(c2)OCO3)c2ccccc2S1 (stereo unspecified)	5	1	1	nt	-5	-7	-8	5	?	-1.4
CN(C)c1ccc(-c2ccnc3c2CC(C)(C(=O)Nc2cccc(Oc4ccccc4)c2)O3)cc1 (stereo unspecified)	nt	nt	nt	-0.8	-3	nt	nt	15	nt	1.6
CC(C)(C)OC(=O)N1Cc2ccccc2C[C@H]1C(=O)NCC(=O)NCC1CCCO1 (stereo partly specified)	-12	-4	-7	1.8	-3	13	-5	-5	-0.4	-7.1
O=C(COC(=O)c1ccccc1)NC(=O)NC1CCCC1	-7	nt	nt	1.7	0	nt	-15	7	-0.2	i
COc1cccc(/C=C/c2[nH]c(=O)[nH]c(=O)c2[N+](=O)[O-])c1O	5	6	-3	-3.1	-9	-11	0	0	2.8	-2.2
O=C(Nc1c(C(=O)N2CCCCC2)cnn1-c1ccccc1)c1ccccc1	9	1	1	0.8	-14	21	4	-10	-0.4	-0.2
O=C(Nc1ccccc1)N(O)c1ccc(Cl)cc1	8	11	-11	nt	-6	-2	-22	0	-0.2	nt
COc1ccc(NC(=O)c2nc(C)c(C3(C)CC(c4ccccc4)=NO3)s2)cc1 (stereo unspecified)	0	-34	nt	-1.8	-5	27	-8	-1	0.8	i
CC(C)OP(=O)(OC(C)C)C(O)c1ccc2c(c1)OCO2 (stereo unspecified)	1	-1	-1	nt	0	-10	-13	7	-1.2	-0.4
CSc1ccccc1NC(=O)Nc1ccccc1Cl	-2	0	5	0.7	-5	13	2	1	-0.7	i
COC(=O)c1ccc(C(=S)NCC2(N(C)C)CCCCC2)cc1	8	-1	-4	-0.1	-4	36	6	-7	0.7	i
COc1cccc(NC(=O)c2cnn(-c3ccccc3)c2C)c1	7	-8	-2	0.9	5	16	-12	2	0.6	i
CCOC(=O)Cn1c(-c2ccc(OC)cc2)c(-c2ccc(OC)cc2)nnc1=O	6	-2	2	0.5	19	8	-8	18	-0.6	i
O=C(NCCc1ccc2c(c1)OCCO2)c1ccccc1F	7	-6	-7	3.7	1	1	0	-13	0.0	-0.2
CC(C)(C)C1=Nn2c(nnc2-c2n[nH]c3c2CCC3)SC1	-5	-4	3	nt	0	10	6	-3	-0.8	-0.2
O=C1OCc2cc(NC(=O)C3CCCO3)ccc21 (stereo unspecified)	-7	-3	-1	nt	?	18	-3	-1	-1.2	-0.1
Clc1ccc(Nc2nc(C3CC3)cs2)cc1	8	-1	3	0.4	-5	29	10	-12	0.7	0.0
O=C(NC1CCCCC1)c1cc(-c2cccc(Cl)c2)on1	2	-6	1	1.1	4	10	1	-4	-0.4	i
CCc1nc(SCC(=O)Nc2nc3c(s2)CCCC3)c2ccccc2n1	-1	-9	-1	nt	-11	19	-12	-2	-0.3	2.9
CCOc1ccc(C(=O)N2CCCC2)cc1	5	-5	4	nt	-3	9	-2	8	-1.8	-0.7
Cc1cc(C)c2cc3c(N)c(C(=O)N4CCc5ccccc5C4)sc3nc2c1	-14	-2	1	-0.4	16	9	3	15	-0.2	i

# Screening data: PubChem, several laboratories

# Only part of the results is shown; the hit share may differ from the screen's.
